mHTT-CaM PPI inh = disrupts binding of mutant huntingtin to calmodulin. P42858. 3.6% of 190,000 active. AlphaScreen His-mHTT/GST-CaM binding, luminescence. inhibition, % at 15 µM;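 note: 0% = both proteins with DMSO and 100% = one protein alone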
Pf apPOL block = Pf-apPOL DNA polymerase inhibition; Recombinant Pf-apPOL, molecular beacon fluorescence, 1.5 h; inhibition, % at 10 µM; 0.25% of 210,000 active; AID 1794808
Active calls of the source: *; / = no result given; & = joins results of further samples. Cut-off read from the data, not from the text of the source: active = inhibition above about 50%; inactive = the rest.

1) CCCC(=O)c1c(C)c2ccccc2n1C
2) O=C(CSc1nc2c(c(=O)n1-c1ccccc1)SCC2)Nc1ccc2c(c1)OCO2
3) COc1ccc(Nc2nc(N3CCNCC3)nc3ccccc23)c(OC)c1
4) CCOc1ccccc1C1C(C(=O)OC)=C(C)NC2=C1C(=O)CC(C)(C)C2 (centres undefined)
5) Cc1ccc(C2=CC(c3ccccc3C)n3nnnc3N2)cc1 (centres undefined)
6) Cc1ccc(-c2ccc(/C=C3/NC(=O)NC3=O)o2)cc1[N+](=O)[O-]
7) Cc1cccc(CN2CCCn3nc(C(=O)NC(C)c4ccccc4)cc3C2=O)c1 (centres undefined)
8) CCn1c(=O)c([N+](=O)[O-])c(NC2CCCCC2)c2ccccc21
9) CCN(CC)CCN(CC(=O)N(C1CCCCC1)C1CCCCC1)C(=O)c1cccnc1
10) COc1ccc(N2C(=O)CSC2c2ccccc2F)cc1 (centres undefined)

Compound	1	2	3	4	5	6	7	8	9	10
mHTT-CaM PPI inh	-18	14	8	1	1	15	4	6	-2	-1
Pf apPOL block	-7	-2	-1	2	4	-4	4	-3	-1	16

11) C#CCOc1cc(Br)c(/C=C2/NC(=O)NC2=O)cc1OC
12) Cc1cccc(C2CC(c3ccc(Br)cc3)Nc3nc(N)nn32)c1 (centres undefined)
13) Cc1ccc(OCCCCn2ccnc2)c([N+](=O)[O-])c1
14) Cc1ccc(Sc2ccc([N+](=O)[O-])cn2)cc1
15) COc1ccccc1NC(=O)CSc1ncn[nH]1
16) Cc1cccc(S(=O)(=O)N2CCc3c(c(-c4nc(Cc5ccccc5)no4)nn3C)C2)c1
17) COc1cccc(NC(=O)COc2ccc(C)c(C)c2)c1
18) Cc1ccc(C(NC(=O)Cc2cc3ccccc3[nH]2)C(=O)Nc2ccc3c(c2)OCCO3)cc1 (centres undefined)
19) Cc1cccc(C2=NN(c3ccc(Br)cc3)[C@@H](C(=O)N3CCOC3=O)[C@@H]2c2ccc([N+](=O)[O-])cc2)c1
20) N#CCNC(=O)c1cc2nc3c(c(C(F)(F)F)n2n1)CCc1ccccc1-3

Compound	11	12	13	14	15	16	17	18	19	20
mHTT-CaM PPI inh	5	55*	-2	/	-9	-7	-30	53*	50*	-2
Pf apPOL block	-3	0	6	2&0	0	-4	-26	-5	-10	2

The final three entries of the part before are carried over, then new ones follow.
18) Cc1ccc(C(NC(=O)Cc2cc3ccccc3[nH]2)C(=O)Nc2ccc3c(c2)OCCO3)cc1 (centres undefined)
19) Cc1cccc(C2=NN(c3ccc(Br)cc3)[C@@H](C(=O)N3CCOC3=O)[C@@H]2c2ccc([N+](=O)[O-])cc2)c1
20) N#CCNC(=O)c1cc2nc3c(c(C(F)(F)F)n2n1)CCc1ccccc1-3
21) CSc1ccc(CC(=O)Nc2ccc3nc(C)sc3c2)cc1
22) CC1(C(=O)NCc2ccccc2)CCCN(C(=O)NCCc2ccccc2)C1 (centres undefined)
23) O=C(NC1CC1)c1ccccc1Br
24) CCCNc1cc(N2CCC(CCC(=O)NCc3ccccc3)CC2)ncn1
25) COc1cc(NC(=O)CCN2C(=O)c3ccccc3C2=O)c(OC)cc1Cl
26) O=c1oc2ccc(Cl)cc2n1CN1CCCCC1
27) Cc1cccc(NCN2C(=O)S/C(=C\c3ccc(N(C)C)cc3)C2=O)c1
28) O=C(O)CSCC(=O)N1CCN(c2ccc(F)cc2)CC1
29) CC(=O)c1cccc(NC(=O)COc2ccc([N+](=O)[O-])cc2)c1
30) COc1c(C(=O)N2CCOCC2)sc2cccc(F)c12

Compound	18	19	20	21	22	23	24	25	26	27	28	29	30
mHTT-CaM PPI inh	53*	50*	-2	16	3	-5	4	3	0	31	/	-3	11
Pf apPOL block	-5	-10	2	-13	-4	15	-4	-3	-4	-2	-1	-1	0

31) NS(=O)(=O)c1ccc(Sc2ccc(Cl)c(Cl)c2)c([N+](=O)[O-])c1
32) CCc1ccc(NC(=O)C2c3cc(OC)c(OC)cc3C(=O)N(C)C2c2cccnc2)cc1 (centres undefined)
33) CCOc1ccc(C(=O)N2CCc3cc(OC)c(OC)cc3C2COc2ccccc2OC)cc1 (centres undefined)
34) CCC(C)NC(=O)c1ccc(-c2ccnc(N3CCCCC3)n2)cc1 (centres undefined)
35) O=C1C(=CC2=Cc3ccccc3OC2)Oc2cc(O)ccc21
36) CC1=C(C(N)=O)C(c2cccs2)C(C(N)=O)=C(C)N1
37) O=c1c2c(Br)c3c(=O)n(CCO)c(=O)c3c(Br)c2c(=O)n1CCO
38) Cn1c(-c2ccc(C=O)o2)nc2ccccc21
39) Cc1cc(C)c(NC(=O)CC2SC(=N)NC2=O)c(C)c1 (centres undefined)
40) NC(N)=NC(N)=Nc1ccc(Cl)cc1C(=O)c1ccccc1

Compound	31	32	33	34	35	36	37	38	39	40
mHTT-CaM PPI inh	/	15	73*	-7	16	2	-4	1	-4	/
Pf apPOL block	-8&-17	0	1	2	7	-13	-1	4	-2	41

41) Cc1ccc(-n2nc3ccc(NC(=O)c4ccccc4[N+](=O)[O-])cc3n2)cc1
42) O=C(c1ccc(-c2cncnc2)nc1)N1CCC(Cc2ccccc2)CC1
43) O=c1[nH]c(SCCOc2ccccc2)nc2ccccc12
44) CC1CCN(C(=O)c2ccc(-c3cccs3)nc2)CC1
45) COc1ccc(NC(=O)c2cc3cc(OC)ccc3oc2=Nc2ccc(C(=O)O)cc2)cc1
46) COc1ccc(/C=C/C(=O)Nc2cccc(-c3nc4ncccc4o3)c2C)cc1
47) Cc1ccc(Cc2c(C)nc3nc(SCC(=O)NC4CC4)nn3c2C)cc1
48) CC1CCCN(C(=O)Cn2nnc(-c3ccccc3Cl)n2)C1 (centres undefined)
49) O=C(Nc1ccc(-c2nc3ccccc3o2)cc1)c1ccc(Br)o1
50) CCC(C)(C(=O)NC1CCCC1)N(C(=O)c1ccccn1)c1ccccc1 (centres undefined)

Compound	41	42	43	44	45	46	47	48	49	50
mHTT-CaM PPI inh	7	3	-2	-8	0	5	3	-6	0	8
Pf apPOL block	-8	-3	3	-15	-2	-5	-2	3	-6	-5

51) COCCCNc1oc(-c2ccccc2Cl)nc1S(=O)(=O)c1ccccc1
52) COc1ccc(N(C)C(=O)c2cc3cc4ccc(C)cc4nc3o2)c(OC)c1
53) O=[N+]([O-])c1ccc(CN2CCCC(O)C2)cc1 (centres undefined)
54) CC(C)c1ccc(N(CC(=O)NC(C)c2ccccc2)S(C)(=O)=O)cc1 (centres undefined)
55) COc1ccc(NC(=O)c2cccs2)c([N+](=O)[O-])c1
56) Cc1cc(I)ccc1NC(=O)c1cc2ccccc2o1
57) CC(C)Oc1ccc(CNc2nc3ccncc3n(C(C)C)c2=O)cc1
58) O=C(c1ccc(F)cc1F)N1CCC(CCOCc2cccc(F)c2)CC1
59) COc1ccc(Cl)cc1N1C(=O)C2CCCN2C1c1cccc(C)c1 (centres undefined)
60) CCOc1ccc(C2N(c3cc(Cl)ccc3OC)C(=O)C3CCCN32)cc1 (centres undefined)

Compound	51	52	53	54	55	56	57	58	59	60
mHTT-CaM PPI inh	3	12	8	2	7&21	-5	-14	-12	9	-3
Pf apPOL block	-4	-2	-1	-1	0&2	-7	5	-3	-4	-1

61) COc1ccc(Br)cc1C(=O)Nc1ccc(C)c(C)c1
62) CC(=O)N1c2ccc(C)cc2C(c2ccccc2)CC1C (centres undefined)
63) COCCN1COc2ccc3c(=O)c(-c4ccc(OC)c(OC)c4)coc3c2C1
64) NC(=O)C1CC2CCC1CC2 (centres undefined)
65) Cc1c(C(=O)NC(C)C)oc2ccc(S(=O)(=O)N3CCCC3)cc12
66) Cc1cc(NC(=O)CCC2CCCC2)nc2c1c(=O)oc1ccccc12
67) N#CC1=C(N)Oc2n[nH]c(-c3ccccc3)c2C1c1ccc(C(F)(F)F)cc1 (centres undefined)
68) CCOc1ccc(NC(=O)N2CCC(c3cnn(-c4ccccc4)c3)CC2)cc1
69) Cc1cc(C)n(CCc2nn[nH]n2)n1
70) CCN(CC)C(=O)CSc1nc(O)cc(=O)n1C

Compound	61	62	63	64	65	66	67	68	69	70
mHTT-CaM PPI inh	-2	3	-2	/	0	-4	10	7	-5	-6
Pf apPOL block	2	-2	-5	-10	5	-5	-4	1	/	-4

71) Cc1ccc(CNC(=O)Cn2ccc3sc(C)cc3c2=O)cc1
72) CCOC(=O)N1CCC(NC(=O)C(=O)Nc2ccc(C(F)(F)F)cc2)CC1
73) OCCNc1nc(Nc2ccccc2)nc(N2CCCCC2)n1
74) O=C(O)C1C2CCC(C2)C1C(=O)NCC1CCCO1 (centres undefined)
75) COc1nccc(N2CCC(CC(=O)NCc3cc(F)cc(F)c3)CC2)n1
76) COc1ccc2oc(=Nc3ccc(Oc4ccccc4)cc3)c(C(N)=O)cc2c1
77) Cc1cccc(-c2noc(C3CCN(CC(=O)Nc4ccc(F)c(F)c4)CC3)n2)c1
78) O=C(NCC1CCCO1)c1ccccc1Br (centres undefined)
79) COCC(=O)Nc1ccc2c(c1)CN(Cc1ccc(Cl)cc1)C(=O)C(C)O2 (centres undefined)
80) COc1ccc(C(=O)N2CCc3c(nc4cc[nH]n4c3=O)C2)c(OC)n1

Compound	71	72	73	74	75	76	77	78	79	80
mHTT-CaM PPI inh	-7	-6	2	-3	7	22	-10	0	10	6
Pf apPOL block	0	-2	-1	-1	-4	-8	0	1	1	5

81) CCOc1ccc(C(Nc2ccccn2)c2ccc3ccc(C)nc3c2O)cc1C (centres undefined)
82) CCn1c(=N)c(C(=O)NCc2ccco2)cc2c(=O)n3cccc(C)c3nc21
83) O=C(Cn1c(=O)[nH]c2ccccc2c1=O)NCCn1nc(-c2ccco2)ccc1=O
84) O=C1NC(=O)/C(=C/c2ccccc2OCc2ccccc2)S1
85) CC(C)n1cnnc1C1CCN(C(=O)Cc2c[nH]c3ccccc23)CC1
86) Cn1c(=O)c2c3c(sc2n2c(SCc4ccccc4)nnc12)CCC3
87) CCCc1nc2c(c(=O)n1CC(=O)Nc1ccc(C)cc1)CCN(Cc1ccccc1)C2
88) Cc1ccc(NC(=O)N2CCC(n3c(-c4ccco4)nc4cccnc43)C2)cc1F (centres undefined)
89) O=C(N1CCOCC1)C12CC3CC(CC(C3)C1)C2
90) COCCCNC(=O)c1cc2c(C)nn(-c3ccccc3)c2s1

Compound	81	82	83	84	85	86	87	88	89	90
mHTT-CaM PPI inh	75*	6	-5	11	8	1&0	13	44	-2	29
Pf apPOL block	25	-2	-3	-5	4	6&-3	-4	0	2	-8

91) CCOC(=O)CNC(=O)C1(C)CCC(=O)N1Cc1cccc(Cl)c1 (centres undefined)
92) Cc1cc2n(n1)CCCN2C(=O)CCC(=O)N1CCN(c2cc(Cl)ccc2C)CC1
93) COc1cc(NC(=O)c2cc([N+](=O)[O-])ccc2Cl)ccc1NC(=O)c1cc2ccccc2o1
94) Cc1cc(C(=O)N2CCN(c3ccc([N+](=O)[O-])cc3)CC2)c(C)o1
95) O=S(=O)(Nc1ccccc1N1CCOCC1)c1ccc(S(=O)(=O)c2ccccc2)s1
96) Cc1ccc(N2CC(C(=O)NCC(C)O)CC2=O)cc1 (centres undefined)

Compound	91	92	93	94	95	96
mHTT-CaM PPI inh	-1	87*	12	13	/	-6
Pf apPOL block	-1	0	-1	-1	-2	0

Gathered by group: those above containing a furan ring, fused or not
6) Cc1ccc(-c2ccc(/C=C3/NC(=O)NC3=O)o2)cc1[N+](=O)[O-]
38) Cn1c(-c2ccc(C=O)o2)nc2ccccc21
49) O=C(Nc1ccc(-c2nc3ccccc3o2)cc1)c1ccc(Br)o1
52) COc1ccc(N(C)C(=O)c2cc3cc4ccc(C)cc4nc3o2)c(OC)c1
56) Cc1cc(I)ccc1NC(=O)c1cc2ccccc2o1
65) Cc1c(C(=O)NC(C)C)oc2ccc(S(=O)(=O)N3CCCC3)cc12
82) CCn1c(=N)c(C(=O)NCc2ccco2)cc2c(=O)n3cccc(C)c3nc21
83) O=C(Cn1c(=O)[nH]c2ccccc2c1=O)NCCn1nc(-c2ccco2)ccc1=O
88) Cc1ccc(NC(=O)N2CCC(n3c(-c4ccco4)nc4cccnc43)C2)cc1F (centres undefined)
93) COc1cc(NC(=O)c2cc([N+](=O)[O-])ccc2Cl)ccc1NC(=O)c1cc2ccccc2o1
94) Cc1cc(C(=O)N2CCN(c3ccc([N+](=O)[O-])cc3)CC2)c(C)o1

Compound	6	38	49	52	56	65	82	83	88	93	94
mHTT-CaM PPI inh	15	1	0	12	-5	0	6	-5	44	12	13
Pf apPOL block	-4	4	-6	-2	-7	5	-2	-3	0	-1	-1

High-throughput results as filed in PubChem BioAssay.
